HT1080 IDH1KD tx: qHTS for induction of synthetic lethality in tumor cells producing 2HG: qHTS for the HT-1080-IDH1KD cell line | HT-1080 IDH1 knockdown viability, ATP luminescence, 48 h | Potency, µM (highest dose often 46.1 µM), for inactives: top-dose activity, negative = toxicity, usual class: cytotoxic | 360,000 tested, 2% active;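 note: potency is the fitted concentration of half-maximal effect; 0% = DMSO wells and -100% = cell-free medium wells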
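In this qHTS, HT-1080 cells depleted of IDH1 are exposed for 48 h at 37 °C to compound titrations. Toxicity is scored from CellTiter-Glo luminescence, with DMSO as full viability and medium alone as none.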
SW480 rereplic: A quantitative high throughput screen for small molecules that induce DNA re-replication in SW480 colon adenocarcinoma cells; SW480 DNA re-replication, Hoechst DNA content imaging, 48 h; Potency, µM (doses to about 46.1 µM), inactives show at the top dose re-replication activation, usual class: activators; 340,000 tested, 1.8% active; note: potency is the fitted concentration of half-maximal effect; % of control where 0% means no effect; nearly all actives have a fitted effect of over 55% in size
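Treated cells incubate 48 hr (37 C, 5% CO2), are stained 40 min with Hoechst, and nuclear fluorescence is enumerated; a rise in nuclei with high DNA signal marks re-replication.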
HEK293 tox: qHTS of GLP-1 Receptor Inverse Agonists: Cytotox Screen; HEK293 cAMP-luciferase reporter cells, luminescence, 24 h; Potency, µM (highest dose often 38.3 µM), without a hit: at the highest dose activity change, negative = inhibition, usual class: inhibitors; 410,000 tested, 0.13% active; AID 624418, 2012;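 note: loss of luciferase light is scored as toxicity; potency is the fitted concentration of half-maximal effect; % is set by controls: 0 for no effect and ±100 for the full control effect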
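Seeding density was 200 cells/uL; after overnight-length (12 h) culture, 23 nL compounds went on for 24 h at 37 °C. Readout used a luciferase detection reagent, luminescence taken after 12 min at room temperature.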
IL1B secr inh: qHTS for Inhibitors of Inflammasome Signaling: IL-1-beta AlphaLISA Primary Screen; activity change, % at 57.5 µM; THP-1 LPS/ATP IL-1B secretion, AlphaLISA, 16 h; hits give low values; 360,000 tested, 4.7% active; in the data active = activity change below about -50%; inconclusive = mostly about -30% to -49%; note: % is set by controls: 0 for no effect and ±100 for the full control effect
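Secreted IL-1B measured by AlphaLISA bead assay after 16 h compound exposure of THP-1 cells; compounds (final up to 57.5 uM) added 1 h before LPS (250 ng/mL) and ATP (1.25 mM) stimulation; lower signal means less secretion.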
HT1080-NT tox: qHTS for induction of synthetic lethality in tumor cells producing 2HG: qHTS for the HT-1080-NT fibrosarcoma cell line | HT-1080-NT fibrosarcoma viability, CellTiter-Glo ATP luminescence, 48 h | Potency, µM (top dose mostly 46.1 µM), for the others: at the top dose activity, negative = less viability, hits mostly cytotoxic | 360,000 tested, 1.6% active;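 note: NT is the 2HG producing partner of a matched IDH1 knockdown line; potency is the fitted concentration of half-maximal effect; 0% = DMSO-treated cells and -100% = media-only wells without cells; nearly all actives have a fitted effect of over 55% in size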
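A 48-hour cytotoxicity screen used HT-1080-NT cells plated 2 hours before compound delivery. ATP-based CellTiter-Glo luminescence measured viability, normalized to DMSO and no-cell controls.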
KB-V1 cytotox: qHTS assay for MDR1-selective chemotherapeutics: Primary screen using the drug-selected MDR subline cells KB-V1 | AID 1347076, 2019 | KB-V1 MDR cells viability, CellTiter-Glo, 72 h | 400,000 tested, 3.4% active | Potency, µM (highest dose often 46.1 µM), without a hit: top-dose activity change, negative = cytotoxicity, usual class: cytotoxic; note: potency is the fitted concentration of half-maximal effect; % is set by controls: 0 for no effect and ±100 for the full control effect; nearly all actives have a fitted effect of over 60% in size
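KB-V1 MDR subline cells in DMEM (phenol-red free, 10% FBS) exposed to compounds in qHTS concentration series for 72 h at 37 degrees C. Viability read by CellTiter-Glo luminescence; concentration-effect curves fitted after normalization and correction.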
KB-3-1 cytotox: qHTS assay for MDR1-selective chemotherapeutics: Primary screen using the parental adenocarcinoma cell KB-3-1 | KB-3-1 viability, CellTiter-Glo ATP luminescence, 72 h | Potency, µM (top dose mostly 46.1 µM), for inactives: top-dose activity change, negative = cytotoxic, hits mostly cytotoxic | 400,000 tested, 1.4% active | AID 1347075, 2019; note: potency is the fitted concentration of half-maximal effect; % is set by controls: 0 for no effect and ±100 for the full control effect; nearly all actives have a fitted effect of over 60% in size
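KB-3-1 parental drug-naive adenocarcinoma cells in DMEM/10% FBS, incubated 72 h at 37 C with pin-transferred compounds across a concentration series. Viability by CellTiter-Glo luminescence; concentration-response curves fitted after normalization.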
D3 ag: qHTS of D3 Dopamine Receptor Agonist: qHTS; D(3) dopamine receptor (Homo sapiens), P35462; D3R DiscoveRx beta-arrestin cells, luminescence, 90 min; max activation, %; 410,000 tested, 0.58% active; AID 652048, 2013; in the data active = max activation above about 30%; note: 0% is about no effect; mostly tested at two doses, the higher about 12 µM
Target sequence (P35462 whole entry, looked up): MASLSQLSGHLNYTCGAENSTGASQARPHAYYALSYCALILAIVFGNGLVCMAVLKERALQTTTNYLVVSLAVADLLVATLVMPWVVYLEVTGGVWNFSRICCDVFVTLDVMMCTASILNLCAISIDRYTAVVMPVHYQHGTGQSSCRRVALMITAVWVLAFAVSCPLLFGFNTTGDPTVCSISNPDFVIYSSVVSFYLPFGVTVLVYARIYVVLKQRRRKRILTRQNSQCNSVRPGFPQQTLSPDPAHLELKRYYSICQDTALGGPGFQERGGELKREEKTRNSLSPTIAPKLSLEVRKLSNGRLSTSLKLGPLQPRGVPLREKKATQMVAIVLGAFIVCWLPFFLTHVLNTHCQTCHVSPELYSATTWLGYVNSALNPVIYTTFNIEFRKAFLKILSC
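Cells at 1500/well, incubated overnight, then treated with pinned compounds (dopamine as control) for 90 min at 37 degrees C. DiscoveRx reagent added for 30 - 60 minutes at room temperature; luminescence read.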
MCF10A rereplic: A quantitative high throughput screen for small molecules that induce DNA re-replication in MCF 10a normal breast cells; Potency, µM (titrated, usually from 46.1 µM), without a hit: at the top dose activity, positive = re-replication, actives largely listed as activators; 350,000 tested, 2.9% active; MCF 10A DNA re-replication, Hoechst nuclear intensity, 48 h; note: potency is the fitted concentration of half-maximal effect; % of control where 0% means no effect; nearly all actives have a fitted effect of over 50% in size
* hit, by the source's call; i = inactive; ? = inconclusive; nt = not tested or not shown; & = joins results of further samples; [ ] = another dose, or the depositor's remark. Unless noted, calls come from the whole dose curve; as a rule, active = well fitted curve in the direction sought with a large enough effect; inconclusive = small, poorly fitted or top-dose-only effect, or another doubt; inactive = no such curve, though single readings can be large; an effect the other way counts as inactive or inconclusive.

SMILES	HT1080 IDH1KD tx	SW480 rereplic	HEK293 tox	IL1B secr inh	HT1080-NT tox	KB-V1 cytotox	KB-3-1 cytotox	D3 ag	MCF10A rereplic
Cn1cnc([N+](=O)[O-])c1SCC(O)CCl (stereo not drawn)	-14%	-9%	-18%	-12	3%	?	-2%	16	0%
Cc1ccccc1OC(=O)C1C(c2ccccc2)C(C(=O)O)C1c1ccccc1 (stereo not drawn)	2%	2%	2%	7	-2%	-9%	-8%	-3	6%
COc1ccc(CCNc2nc(N3CCCCC3)nc(N3CCCCC3)n2)cc1OC	?	?	?	-17	?	?	?	-33	?
O=C1/C(=C\c2ccc(-c3ccccc3[N+](=O)[O-])o2)C(c2ccccc2)=NN1c1ccccc1	1%	-3%	-6%	-8	-7%	17%	2%	-1	?
O=C(NCC(=O)N(c1ccccc1)C(C(=O)NC1CCCCC1)c1ccncc1)c1ccco1 (stereo not drawn)	8%	13%	-15%	13	11%	19%	7%	-1	2%
COc1ccccc1N(CC(=O)N1CCCCC1C)S(=O)(=O)c1ccc(Cl)cc1 (stereo not drawn)	1%	nt	-17%	0	12%	-12%	-6%	-1	nt
S=C(Nc1ccccc1)N1CCCCC1	-1%	?	?	1	-27%	-13%	2%	1	29%
COc1cc(/C=C/c2ccc3cccc([N+](=O)[O-])c3n2)ccc1OCC#N	-28%	0%	-24%	-13	-20%	-9%	-26%	-11	8%
COc1ccc(CCCC(=O)Nc2cc(C)ccc2OC)cc1	3%	-6%	1%	0	-16%	1%	-5%	2	-3%
CNc1c([N+](=O)[O-])cnn1-c1ccccn1	21%	-1%	-14%	13	8%	0%	1%	5	2%
CC1(C(=O)c2ccccc2)C2c3c(ccc4ccccc34)OC(=O)C21C(=O)N1CCOCC1 (stereo not drawn)	6%	-4%	-14%	35	-1%	18%	-2%	-4	0%
O=c1[nH]c(C2CCN(S(=O)(=O)c3ccccc3)CC2)nc2c1nnn2Cc1ccc2c(c1)OCCO2	-6%	?	-16%	-12	-5%	-10%	-15%	-9	-2%
CCOC(=O)c1c(C)[nH]c(C(C)=NNC(=O)Cn2nc(C)cc2C)c1C	5%	-6%	4%	-18	-4%	-10%	0%	-4	-1%
O=C(CN1C(=O)NC2(CCCCC2)C1=O)NCCc1c[nH]c2ccccc12	-1%	-1%	5%	0	1%	7%	6%	2	2%
CCN(CC(=O)Nc1ccccc1C(F)(F)F)C(=O)c1cc(S(=O)(=O)N(C)C)ccc1N1CCCC1	4%	-7%	-13%	-9	10%	nt	nt	0	2%
Brc1ccc2c(c1)CN1CCCC1=N2	-18%	-1%	-1%	-8	-12%	-8%	-21%	-7	?
COc1ccc(Cc2c(-c3ccco3)nc3c(C)cc(Br)cn23)c(C)c1	6.5µM*	nt	-14%	2	?	14%	?	6	nt
CC(C)NC(=O)Nc1ccc2c(c1)C(=O)N([C@H](C)CO)C[C@H](C)[C@@H](CN(C)C(=O)Nc1ccccc1)O2	8%	-1%	1%	-3	4%	16%	10%	8	2%
CCCNC(=O)c1cc(C2CCCN(S(=O)(=O)c3ccccc3)C2)on1 (stereo not drawn)	-10%	nt	0%	43	-14%	0%	-15%	-3	nt
COc1ccccc1NC(=O)CCCn1c(=S)[nH]c2ccccc2c1=O	-1%	10%	2%	18	-7%	0%	4%	1	19%
CCOc1ccc(NC(=O)CN(C)C(=O)c2ccc(N3CCCCCC3)c([N+](=O)[O-])c2)cc1OCC	0%	3%	-26%	-1	4%	?	-7%	-7	-3%
C#CCOc1ccc(/C=N/O)cc1Cl	-1%	10%	8%	0	0%	?	?	-2	1%
CCOc1ccc(N(CC(=O)Nc2ccc(OC)cc2)C2=NC3CS(=O)(=O)CC3S2)cc1 (stereo not drawn)	-9%	-19%	-1%	-58*	-14%	0%	5%	0	11%
O=C(c1ccccc1Nc1ccc(SC(F)F)cc1)N1CCCCC1	-8%	5%	14%	?	1%	-28%	-20%	-7	?
CCCC(=O)NCCc1nc2ccccc2n1CCC	-3%	-4%	-13%	3	-1%	2%	6%	-5	6%
CCC(=O)N1c2ccc(S(=O)(=O)CCC(=O)Nc3ccc(Br)c(C)c3)cc2CC1C (stereo not drawn)	nt	nt	7%	nt	nt	-15%	4%	8	nt
O=C(COC(=O)/C=C/c1ccco1)Nc1cccc([N+](=O)[O-])c1	-4%	-21%	59%[activator]	0	3%	-7%	-2%	-5	4%
O=C(CCNC(=O)c1ccco1)NNC(=O)c1ccc(Br)cc1	-11%	-3%	0%	-3	-10%	-13%	-10%	0	16%
COc1ccccc1NC(=O)CSc1ccc(-c2ccccn2)nn1	?	27%	-4%&-20%	i	-3%	?	22%&-23%	2&6	?
CC1(C(=O)NS(=O)(=O)c2cccc(Cl)c2)CCN1C(=O)CCc1cccs1 (stereo not drawn)	1%	nt	1%	20	29%	4%	0%	-1	nt
Cc1nc(N)c(C#N)c(-c2ccccc2)c1C	-1%	-4%	-6%	-13	0%	0%	13%	-3	-2%
COC(=O)[C@@]12CCCCN1[C@H](c1ccc(-c3ccc(C(C)=O)cc3)cc1)[C@H]1C(=O)N(C)C(=O)[C@H]12	10%	12%[9.22 µM]	3%	-8	4%	-4%	?	10	-22%
CCc1ccc(S(=O)(=O)c2ccc(-n3nc(C)cc3N)cc2)cc1	14%	-1%	23%	7	7%	-7%	-5%	3	-10%
C=CCOc1c(CNn2nnnc2N)cccc1OC	17%	-7%	3%	9	10%	26%	4%	2	-4%
CN(Cc1cccnc1)C(=O)CNC(=O)c1ccc(Cl)cc1Cl	-6%	-1%	-3%	0	3%	-13%	7%	4	-1%
Cc1cc(NS(=O)(=O)c2ccc(NC(=O)c3ccccc3F)cc2)nc(C)n1	nt	nt	1%	nt	nt	5%	-4%	-2	nt
COCc1cc(=O)[nH]c2cc(NC(=O)C3CC3)c(C)cc12	-10%	-6%	-15%	4	-10%	13%	8%	8	?
COCCN1C(=O)c2oc3ccccc3c(=O)c2C1c1ccc(OC)c(OC)c1 (stereo not drawn)	2%	-11%	0%	-4	0%	-37%	2%	4	1%
Cc1c(Cl)cccc1-c1ccc(C(=O)Nc2ccc(F)cc2)o1	nt	nt	-6%	nt	nt	-10%	-13%	-18	nt
CCn1c(CNC(=O)c2ccc(OC)cc2)nnc1SCC(=O)Nc1cccc(C)c1C	nt	nt	-12%	nt	nt	-6%	4%	-10	nt
COc1ccc2[nH]cc(C(O)CN3CCC(C(N)=O)CC3)c2c1 (stereo not drawn)	12%	-6%[9.22 µM]	4%	3	10%	8%	13%	-3	-16%
COc1ccc(NC(=O)C2(C)Cc3c(-c4ccc(C(N)=O)cc4)ccnc3O2)cc1OC (stereo not drawn)	-6%	nt	-5%	-5	0%	1%	0%	1	nt
O=C(CSc1nnc(-c2ccccc2F)n1C1CC1)Nc1cccnc1Cl	0%	-1%	-17%	16	11%	?	-4%	-7	9%
COc1ccc(Nc2oc(-c3ccc(COc4cccc(C)c4)o3)nc2C#N)cc1	nt	nt	-26%	nt	nt	?	-2%	1	nt
O=C(O)c1ccc(/C=N/NC(=O)c2ccc(F)cc2)cc1	6%	-7%	-1%	12	19%	26%	7%	0	3%
O=C1c2cccc3c(O)ccc(c23)C(=O)N1Cc1ccco1	-3%	-5%	136%[activator]	53	-3%	?	-10%	4	?
CCOc1ccccc1NC(=O)Cn1nnc(C(=O)Nc2ccc(C)c(C)c2)c1N	nt	nt	-14%	nt	nt	13%	0%	0	nt
CC(C)CC(C(=O)NC(=O)NCc1ccccc1)N1C(=O)c2ccccc2C1=O (stereo not drawn)	-3%	-14%	36%[activator]	2	-2%	21%	0%	-10	-6%
O=C(COc1ccc(Cl)cc1)Nc1ncccn1	4%	1%	-6%	12	9%	15%	1%	-8	-21%
CCCNC(=O)Nc1cc(C(=O)NCc2cccc(OCC)c2)ccc1N1CCCC1	nt	nt	5%	nt	nt	9%	10%	6	nt
O=C(NC1CC1)C1=C[C@H](c2ccc(C(F)(F)F)cc2)C[C@H](OCCCCO)O1	-1%	2%	-7%	4	-3%	-1%	0%	-9	-23%
Cc1ccn2c(=O)nc(SCC(=O)N3CCCCC3)nc2c1	-3%	-74%[inhibitor]	4%	-27	-1%	20%	2%	-4	-2%
O=C(NC1CCCC1)C1CC(=O)N(c2ccc(F)cc2)C1 (stereo not drawn)	11%	-7%	2%	-8	0%	4%	1%	-1	10%
O=C1/C(=C/C=C/c2ccccc2)Oc2c1ccc(O)c2CN1CCN(CCO)CC1	?	24%	58%[activator]	-6	-4%	-5%	?	0	?
Cc1ccccc1NC(=O)C1CCN(c2cc(-c3ccccc3)nc3ncnn23)CC1	-20%	3%	-5%	?	-22%	0%	-19%	7	-8%

Compound activity deposited in PubChem BioAssay by National Center for Advancing Translational Sciences (NCATS).
